PglD DTNB = PglD (C. jejuni) enzyme inhibition | purified PglD enzyme, DTNB colorimetric CoA detection | inhibition, % at 12.5 µM | 360,000 compounds, 0.098% hits | AID 602405; in the data active = inhibition above about 16%, passing the limit was not always enough; note: strong numbers were not always called active
GSIS activator = primary screen for activators of insulin secretion dependent on glucose, INS-1E cells, GLuc reporter luminescence; AID 743287; INS-1E GLuc reporter insulin secretion, 2-3 h; 370,000 compounds, 0.61% hits; activation, % at 16.6 µM;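 active = lowest replicate activation of at least 40%, so every replicate reaches that level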;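 note: 0% = median of neutral control wells and 100% = median of IBMX positive control wells; some compounds called inactive have numbers as strong as hits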
ARNT-TACC3 inh = disruptors of human ARNT/TACC3 interaction. inhibition, % at 9.99 µM. 390,000 compounds, 0.66% hits. AID 623870. AlphaScreen His-ARNT PAS-B/GST-TACC3 binding, luminescence; TACC3 fragment carries E629A point mutation;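 active = mean inhibition of replicates at least 50% and at least half of replicates each reaching 50%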;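 note: 0% = complete ARNT plus TACC3 wells and 100% = ARNT alone without TACC3; many hits fall short of the cut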
Cneo AK release = Cryptococcus neoformans lysis via adenylate kinase release; C. neoformans lysis, adenylate kinase release luminescence, 4 h; normalised: neutral wells 0, clomiphene wells 100; lysis activity, % at 15 µM; 360,000 compounds, 0.2% hits; AID 651654;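 active = mean lysis activity across replicates of at least 80%, whatever share of replicates individually reach that level; inactive = mean lysis activity below 80%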
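Assay system: C. neoformans cells. Amount: yeast cell density of 5 × 10^6 cells/mL. Technique: AK luminescence. Buffer or medium: YPD. Times: static 4 h at 37 °C with compound, 1 h detection. Dosing: single-point compound dose. Read-out: lysis from increased AK signal.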
PAX8 inh HTS = lowers PAX8-driven luciferase in RMG-I cells; RMG-I TPO-luciferase reporter, SteadyGlo, 24 h; inhibition, % at 12.6 µM; 360,000 compounds, 1.2% hits; AID 652154;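 active = mean replicate inhibition at least 60% with every replicate also reaching 60%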;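 note: luciferase light reporting Pax8 driven TPO promoter activity; plate controls were median of neutral control wells for no effect and mitoxantrone controls for full effect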
LGR2 inh = inhibitors of bursicon-induced Drosophila LGR2 receptor cAMP signaling; HEK293 LGR2, CRE-luciferase, bursicon-stimulated, 4 h; inhibition, % at 9.99 µM; AID 720647; 380,000 compounds, 0.35% hits;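 active = drop in luminescence signal, shown as inhibition above about 50% in the replicate tests, limit read from the data, passing the limit was not always enough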;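 note: agonist challenge used bursicon conditioned medium at about half maximal strength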
Statin myotox sup = suppressors of simvastatin-induced myotoxicity in C2C12 myotubes; rescue of ATP level, % at 7.49 µM; ATP luminescence, 48 h; scaled: DMSO 0, geranylgeraniol control 100; 330,000 compounds, 0.78% hits;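 active = mean ATP rescue above about 67%, or every replicate alone reaching that limit, limit read from the data, passing the limit was not always enough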;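 note: myotubes were challenged with 10 µM simvastatin during compound exposure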
PGC1a acetyl inh = PGC1a acetylation modulation, inhibitor mode. U2OS PGC1a acetylation, AlphaScreen anti-acetyl-lysine; with virally co-expressed GCN5 acetyltransferase. inhibition, % at 15.6 µM. 350,000 compounds, 0.17% hits. AID 651687;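 active = every replicate shows inhibition of at least 40%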;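 note: 0% = neutral control wells and 100% = positive control wells; some results beyond the cut were filed as inactive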
Numbers without * were called inactive; & = joins results of further samples.

Screening CCC(C(=O)NC(C)(C)C)N(C(=O)Cn1nnc(-c2cccs2)n1)c1cnc2ccccc2c1 (stereo unspecified) returned PglD DTNB -3, ARNT-TACC3 inh -1, Cneo AK release 0, PAX8 inh HTS -6, Statin myotox sup -1 and PGC1a acetyl inh -21.
For O=C(NCc1ccc2c(c1)OCO2)c1cc(-c2ccccc2)on1 the results were PglD DTNB 4, ARNT-TACC3 inh 1, Cneo AK release -2, Statin myotox sup 17 and PGC1a acetyl inh 19.
For Cc1noc(C)c1NC(=O)Nc1ccc2c(c1)CC(=O)N([C@H](C)CO)C[C@@H](C)[C@H](CN(C)Cc1ccc(Oc3ccccc3)cc1)O2 the results were PglD DTNB 1, GSIS activator -5, ARNT-TACC3 inh 5, Cneo AK release 0, PAX8 inh HTS -14, LGR2 inh -18, Statin myotox sup 10 and PGC1a acetyl inh 0.
For Cc1cccc(-n2cnc(C(=O)N3CCN(C)CC3)c2)n1 the results were PglD DTNB -1, GSIS activator -2, ARNT-TACC3 inh -14, Cneo AK release -1, PAX8 inh HTS 3 and Statin myotox sup -1.
For Cc1cccc(C)c1NC(=O)CSc1nnc([C@@H]2CCCN2C(=O)OC(C)(C)C)o1 the results were PglD DTNB 3, ARNT-TACC3 inh -22, Cneo AK release 1, PAX8 inh HTS 5, Statin myotox sup 2 and PGC1a acetyl inh -6.
Screening Cc1ccc(S(=O)(=O)N/N=C/c2cccc3c2OCCO3)cc1 returned PglD DTNB 2, ARNT-TACC3 inh -23, Cneo AK release -4, PAX8 inh HTS 9 and PGC1a acetyl inh 18.
`O=C(O)c1cccnc1C(=O)c1ccccc1` gave PglD DTNB 0, GSIS activator 12, ARNT-TACC3 inh -5, Cneo AK release -3, PAX8 inh HTS 5, LGR2 inh 11, Statin myotox sup 24 and PGC1a acetyl inh 3.
O=C(O)CCCNC(=O)/C(=C\c1ccc(Cl)cc1)NC(=O)c1ccccc1Br was read as GSIS activator -1, ARNT-TACC3 inh -3, PAX8 inh HTS 23, LGR2 inh 14, Statin myotox sup -5 and PGC1a acetyl inh 2.
`O=C(N/N=C/c1ccc2cccnc2c1)c1nc2ccccc2c(=O)[nH]1` gave PglD DTNB -4, GSIS activator 13, ARNT-TACC3 inh -5, Cneo AK release 1, PAX8 inh HTS -37, LGR2 inh -10, Statin myotox sup 2 and PGC1a acetyl inh -1.
COc1ccccc1C=NN=C(N)C(N)=NN=Cc1ccccc1OC was read as PglD DTNB 1, GSIS activator 4, ARNT-TACC3 inh -3, Cneo AK release 1, PAX8 inh HTS -3, LGR2 inh 0, Statin myotox sup -7 and PGC1a acetyl inh -15.
For COc1ccc2[nH]c(CN3CCN(CC(C)C)C(CCO)C3)c(C)c2c1 (stereo unspecified) the results were PglD DTNB 1, ARNT-TACC3 inh -13, Cneo AK release -1, PAX8 inh HTS 1 and PGC1a acetyl inh 0.
`COc1ccc(NC(=O)Nc2ccc3c(c2)C(=O)N([C@@H](C)CO)C[C@@H](C)[C@H](CN(C)S(=O)(=O)c2ccc(F)cc2)OCCCC[C@@H](C)O3)cc1` gave PglD DTNB 0, GSIS activator 11, ARNT-TACC3 inh 32, Cneo AK release 1, PAX8 inh HTS 22, LGR2 inh -15 and PGC1a acetyl inh -3.
Screening Cc1cccc(CSc2nnc3c(n2)[nH]c2ccccc23)c1 returned GSIS activator -5, ARNT-TACC3 inh 0, PAX8 inh HTS 0 and LGR2 inh -8.
Screening NC(Cc1ccc(Cl)cc1)c1csc(Nc2ccc(-c3ccccc3)nn2)n1 (stereo unspecified) returned PglD DTNB -7, GSIS activator -31, Cneo AK release 4, PAX8 inh HTS -10, LGR2 inh 7, Statin myotox sup -17 and PGC1a acetyl inh 7.
Screening Cc1noc(NS(=O)(=O)c2ccc(NC(=O)c3ccc(Br)o3)cc2)c1C returned PglD DTNB -5, ARNT-TACC3 inh -18, Cneo AK release -5, Statin myotox sup -10 and PGC1a acetyl inh 17.
For COC(=O)C(Oc1ccc2c(-c3ccc(OC)cc3)cc(=O)oc2c1)c1ccccc1 (stereo unspecified) the results were PglD DTNB -1, GSIS activator -4, ARNT-TACC3 inh 0, Cneo AK release -6, PAX8 inh HTS -5, LGR2 inh 6, Statin myotox sup 2 and PGC1a acetyl inh 6.
For COc1cc(CN2CCC(C(=O)N3CCN(c4ccccc4F)CC3)CC2)cc(OC)c1O the results were PglD DTNB -3, ARNT-TACC3 inh -8, Cneo AK release 6 and PGC1a acetyl inh -3.
For O=C1NC(=O)/C(=C/c2cccc([N+](=O)[O-])c2)N1 the results were GSIS activator -3, ARNT-TACC3 inh -5, Cneo AK release 1, PAX8 inh HTS 11, LGR2 inh -4 and Statin myotox sup 4.
COc1cc2c(c(OC)c1)C(c1ccncc1)CC(=O)N2 (stereo unspecified) was read as PglD DTNB 1, GSIS activator 21, ARNT-TACC3 inh -3, Cneo AK release 4, PAX8 inh HTS -2, LGR2 inh 11, Statin myotox sup 5 and PGC1a acetyl inh -27.
CN(/N=C/C=C/c1ccccc1)c1cc(=O)n(C)c(=O)[nH]1 was read as PglD DTNB -1, GSIS activator -16, ARNT-TACC3 inh 0, Cneo AK release 3, PAX8 inh HTS 32, LGR2 inh -1 and PGC1a acetyl inh -2.
Screening CO[C@H]1CN(C)C(=O)c2cc(NC(=O)NC3CCCCC3)ccc2OC[C@@H](C)N(CC2CC2)C[C@H]1C returned PglD DTNB 0, GSIS activator 7, ARNT-TACC3 inh -8, Cneo AK release 1, LGR2 inh -14, Statin myotox sup -8 and PGC1a acetyl inh 5.
`c1ccc(OCCCCn2cnc3ccccc32)cc1` gave PglD DTNB 0, ARNT-TACC3 inh -4, Cneo AK release 3, Statin myotox sup 10 and PGC1a acetyl inh -15.
Screening C[C@@H]1CN([C@@H](C)CO)C(=O)c2cc(Br)cnc2O[C@@H]1CN(C)C(=O)CN(C)C returned PglD DTNB 0, GSIS activator 34&11, ARNT-TACC3 inh -7, Cneo AK release -2, PAX8 inh HTS -11, LGR2 inh 7&10, Statin myotox sup -8&-7 and PGC1a acetyl inh -9&17.
CC(C)NC(=O)N(C)C[C@H]1OCCCC[C@@H](C)Oc2ccc(NC(=O)C3CCCCC3)cc2C(=O)N([C@H](C)CO)C[C@@H]1C was read as PglD DTNB 0&3, GSIS activator 4&5, ARNT-TACC3 inh 29&1, Cneo AK release -8&1, PAX8 inh HTS 0&8&0, LGR2 inh 1&-5, Statin myotox sup -13 and PGC1a acetyl inh -4&12&-4.
CO[C@@H]1CN(C)C(=O)c2ccc(NC(=O)C3CC3)cc2OC[C@H](C)N(Cc2ccncc2)C[C@@H]1C was read as PglD DTNB 3, GSIS activator -2, ARNT-TACC3 inh 0, Cneo AK release -2, PAX8 inh HTS 8, LGR2 inh 13, Statin myotox sup 3 and PGC1a acetyl inh 6.
CCNC(=O)C[C@H]1CC[C@H]2[C@@H](COC[C@@H](O)CN2C(=O)CC)O1 was read as PglD DTNB 2, GSIS activator 13, ARNT-TACC3 inh 5, Cneo AK release -1, PAX8 inh HTS 2, LGR2 inh -15, Statin myotox sup -3 and PGC1a acetyl inh -3.
Screening CCN1/C(=C\C=C2\C(=O)N(C)C(=S)N2C)Sc2ccccc21 returned GSIS activator -1, PAX8 inh HTS -3, LGR2 inh -51 and PGC1a acetyl inh 12.
`O=C(C[C@H]1C[C@@H]2c3cc(NC(=O)Nc4ccccc4)ccc3O[C@@H]2[C@H](CO)O1)NC1CCCCC1` gave PglD DTNB 0, GSIS activator 13, ARNT-TACC3 inh -3, Cneo AK release 1, PAX8 inh HTS -4, LGR2 inh 1, Statin myotox sup 1 and PGC1a acetyl inh -4.
`O=C(O)/C(=C\c1ccc(C(F)(F)F)cc1)c1ccc(S(=O)(=O)N2CCCC2)s1` gave PglD DTNB -1, GSIS activator -2, ARNT-TACC3 inh -8, Cneo AK release 2, PAX8 inh HTS -9, LGR2 inh -2 and Statin myotox sup 6.
`c1ccc(CN2CCC3(CCCc4ccccc43)CC2)cc1` gave PglD DTNB 6, GSIS activator -5, Cneo AK release -1, PAX8 inh HTS 17, LGR2 inh 11, Statin myotox sup -17 and PGC1a acetyl inh -6.
Screening Cc1ccccc1S(=O)(=O)N1CCCCN2[C@H](C1)[C@@H](c1ccc(C#CCN(C)C)cc1)[C@@H]2CO returned PglD DTNB 0, GSIS activator 13, ARNT-TACC3 inh 14, Cneo AK release 2, PAX8 inh HTS -4, LGR2 inh -16, Statin myotox sup -12 and PGC1a acetyl inh -13.
For CCOc1ccc(N=Cc2c(C)[nH]n(-c3nc4ccccc4[nH]3)c2=O)cc1 the results were GSIS activator 27, ARNT-TACC3 inh 72*, PAX8 inh HTS 0 and LGR2 inh 63*.
For COc1cccc(C(=O)Nc2cccc(-c3ccc4nncn4n3)c2)c1OC the results were PglD DTNB -3, GSIS activator 29, ARNT-TACC3 inh -1, Cneo AK release -1, PAX8 inh HTS 9, LGR2 inh -19, Statin myotox sup -1 and PGC1a acetyl inh 2.
C[C@H]1CN([C@@H](C)CO)C(=O)c2cc(C#Cc3cccnc3)cnc2O[C@H]1CN(C)Cc1cccnc1 was read as PglD DTNB -1, GSIS activator -7, ARNT-TACC3 inh 2, Cneo AK release 2, LGR2 inh -16, Statin myotox sup -11 and PGC1a acetyl inh 3.
COc1ccc(Nc2ncc3c(n2)CC(c2ccc(OC)cc2)CC3=O)cc1 (stereo unspecified) was read as PglD DTNB -4, ARNT-TACC3 inh -6, Cneo AK release 1, Statin myotox sup -65 and PGC1a acetyl inh -5.
For O=S(=O)(c1cccs1)N1CCCCN2[C@@H](CO)[C@H](c3ccc(C4=CCCC4)cc3)[C@@H]2C1 the results were PglD DTNB -1, GSIS activator -37, ARNT-TACC3 inh -5, Cneo AK release 2, PAX8 inh HTS 7, LGR2 inh 19, Statin myotox sup -21 and PGC1a acetyl inh -8.
`COc1ccc(N(C)S(=O)(=O)c2cccc(C(=O)N3CCN(c4ccccc4)CC3)c2)cc1` gave PglD DTNB 0, GSIS activator 19, ARNT-TACC3 inh 3, Cneo AK release -1, LGR2 inh 24, Statin myotox sup -11 and PGC1a acetyl inh 1.
For COC(=O)C1C(c2ccccc2)C=CC(c2ccccc2)C1C(=O)O (stereo unspecified) the results were GSIS activator 2, ARNT-TACC3 inh -1, PAX8 inh HTS 18, LGR2 inh -6 and PGC1a acetyl inh -7.
Screening Cc1ccc(S(=O)(=O)NCc2ccccc2)cc1C(=O)NC1CCCCC1 returned PglD DTNB 2, GSIS activator -4, ARNT-TACC3 inh -4, Cneo AK release 0, LGR2 inh 4 and PGC1a acetyl inh -2.
CCOc1ccccc1N(CC(=O)NC1CCCCC1)C(=O)CCC(=O)Nc1cc(C)ccn1 was read as GSIS activator 3, ARNT-TACC3 inh 4, PAX8 inh HTS 25, LGR2 inh -7, Statin myotox sup -9 and PGC1a acetyl inh 6.
Screening COc1cc(C(=O)N2CCCC(c3cc(C(=O)NCc4ccccc4)no3)C2)cc(OC)c1C (stereo unspecified) returned PglD DTNB 0, GSIS activator -22, Cneo AK release 2, PAX8 inh HTS 8, LGR2 inh 16, Statin myotox sup 20 and PGC1a acetyl inh -6.
Screening Cc1ccc(NC(=O)COC(=O)CN2C(=O)NC3(CCCC3)C2=O)cc1F returned PAX8 inh HTS -8, LGR2 inh -1, Statin myotox sup 3 and PGC1a acetyl inh -7.

2 compounds picked at random from the list so far:
For O=S(=O)(c1cccs1)N1CCCCN2[C@@H](CO)[C@H](c3ccc(C4=CCCC4)cc3)[C@@H]2C1 the results were PglD DTNB -1, GSIS activator -37, ARNT-TACC3 inh -5, Cneo AK release 2, PAX8 inh HTS 7, LGR2 inh 19, Statin myotox sup -21 and PGC1a acetyl inh -8.
Screening COc1cc(C(=O)N2CCCC(c3cc(C(=O)NCc4ccccc4)no3)C2)cc(OC)c1C (stereo unspecified) returned PglD DTNB 0, GSIS activator -22, Cneo AK release 2, PAX8 inh HTS 8, LGR2 inh 16, Statin myotox sup 20 and PGC1a acetyl inh -6.

Screening data: PubChem BioAssay, Broad Institute
